From PubChem BioAssay
12-LOX inh = inhibitors of human 12S-lipoxygenase ALOX12; P18054; purified 12hLO, xylenol orange hydroperoxide absorbance; Potency, µM (doses to about 108 µM), for the others: at the highest dose activity change, negative = inhibition, hits mostly inhibitors; actives 1.1% (n = 580,000); active = well fitted inhibition curve with a large enough effect; inconclusive = small, poorly fitted or top-dose-only effect, or another doubt; inactive = no such curve, though single readings can be large or run the other way; also: potency is read from the fitted curve at half-maximal effect
Target sequence (P18054 whole entry, looked up): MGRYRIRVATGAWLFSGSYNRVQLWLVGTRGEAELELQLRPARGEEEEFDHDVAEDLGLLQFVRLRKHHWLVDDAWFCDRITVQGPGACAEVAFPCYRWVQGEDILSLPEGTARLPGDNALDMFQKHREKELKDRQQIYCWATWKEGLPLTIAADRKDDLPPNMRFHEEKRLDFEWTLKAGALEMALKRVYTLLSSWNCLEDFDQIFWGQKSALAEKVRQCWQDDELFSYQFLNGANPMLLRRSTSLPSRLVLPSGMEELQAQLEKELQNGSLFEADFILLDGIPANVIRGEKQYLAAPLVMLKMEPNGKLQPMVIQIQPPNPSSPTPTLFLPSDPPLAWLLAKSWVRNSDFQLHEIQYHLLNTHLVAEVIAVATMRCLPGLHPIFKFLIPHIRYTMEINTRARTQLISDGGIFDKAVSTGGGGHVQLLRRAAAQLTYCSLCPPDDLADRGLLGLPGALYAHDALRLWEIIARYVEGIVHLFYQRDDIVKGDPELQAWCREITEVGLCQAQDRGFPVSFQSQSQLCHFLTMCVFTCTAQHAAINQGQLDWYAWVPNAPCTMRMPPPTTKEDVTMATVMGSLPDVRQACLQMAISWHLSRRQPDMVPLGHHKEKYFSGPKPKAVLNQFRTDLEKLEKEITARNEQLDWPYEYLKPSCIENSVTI
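Purified human 12hLO (150 nM final) in 25 mM Hepes, 0.01% Triton X-100, pH 7.0 was preincubated 15 min at room temperature with compound. Then 40 uM arachidonic acid was added, 30 min. Hydroperoxide was read by Fe-XO absorbance ratio 573/405 nm.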
LDHA block = blocks human lactate dehydrogenase A. activity change, % (values are at about 110 or 230 µM). actives 0.15% (n = 480,000). purified LDHA, NADH/diaphorase-resazurin fluorescence; hits give low values. P00338; in the data active = activity change below about -30%; inconclusive = mostly about -25% to -30%;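 also: plate controls were DMSO wells for no effect and wells without enzyme for full effect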
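Remaining NADH was detected by diaphorase (0.133 mg/mL) converting 37 µM resazurin to fluorescent resorufin, read at 0 and 20 minutes. The preceding 5-minute room-temperature reaction used 2 nM LDHA, 0.2 mM sodium pyruvate and 0.06 mM NADH at pH 7.4.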
The depositor's hits bear a star; ? = inconclusive; [ ] = dose if it differs, or a comment. Unless noted, % is scaled to controls: 0 for no effect and ±100 for the full control effect. Only part of the results is shown (hit frequency here may not be typical).

12-LOX inh | LDHA block | structure
6% | -7 | O=C(NCC(F)(F)F)c1ccc2sc([C@H]3C[C@H](O)[C@@H](CO)O3)nc2c1
-16% | -7 | CN(C)CCNC(=O)c1cccc(-c2cnc3c(NC=O)cc(-c4cc(F)c(F)c(F)c4)cn23)c1
-39% | -3 | CCCCn1c2ccccc2c2nnc(SCc3ccc(F)cc3)nc21
? | 8 | N#C/C(=C\c1ccc2cccnc2c1)c1nc2ccccc2[nH]1
1% | -13 | NC(Cc1ccc(Cl)cc1)c1csc(Nc2ccc(-c3ccccc3)nn2)n1 (stereo unspecified)
? | 3 | O=c1[nH]c2ccc(-c3csc(Nc4ccccc4)n3)cc2o1
8% | -21 | CC(=O)c1ccc(N2CCN(Cc3nc(-c4cccs4)no3)CC2)c(F)c1
-13% | 0 | Cc1nc(-c2ccccc2)sc1-c1ccccc1
39% | 6 | CCCCCn1nc(C(=O)Nc2nc3ccccc3s2)c2ccccc2c1=O
-11% | -3 | O=C(COc1ccccc1Cl)Nc1ccc2oc(-c3ccncc3)nc2c1
? | -23 | CSCCCNC(=S)Nc1ccc(F)c(Cl)c1
9% | 7 | CCOc1cc(/C=N/O)ccc1O
12% | 0 | CCOC(=O)[C@]12CCCC=C1N(CCC1=CCCCC1)C(=O)[C@H](CC(=O)NCc1ccc(OC)c(OC)c1)C2
-3% | 1 | O=C(OCc1nc2ccccc2o1)c1cccc(S(=O)(=O)N2CCCC2)c1
-10% | 1 | CN(C)CCN(C)C1CN(Cc2ccc(F)cc2)S(=O)(=O)C1 (stereo unspecified)
-4% | -6 | CCNC(=O)C[C@@H]1C=C[C@@H](NS(=O)(=O)c2ccc(F)cc2)[C@@H](CO)O1
-22% | -6 | CC1(C(=O)NS(=O)(=O)c2ccc(C#N)cc2)CCN1C(=O)Cc1cccc2ccccc12 (stereo unspecified)
? | 6 | CN(c1ccc(Cl)cc1)c1cc2c(c3c1ccn3C)C1CCC2O1 (stereo unspecified)
-36% | 1 | O=C(Cc1cccs1)N/N=C\c1cccc2ccccc12
33% | 2 | COc1ccc(C=O)cc1CN1CCCCCC1
0% | ? | Cc1cc(S(=O)(=O)NCc2ccccc2Cn2cccn2)ccc1Br
? | 4 | Cc1nc2c(OCc3ccc(Cl)cc3)cccn2c1N(C)C(=O)CCC1CCCC1
? | 4 | CCCCNc1oc(/C=C/c2ccccc2OC)nc1C#N
18% | -11 | CCOc1cc(NC(=O)c2ccc(Cn3cc(Cl)cn3)cc2)ccc1OC(F)F
-11% | 2 | COc1ccc(OC)c(C2C(C(=O)Nc3ccccc3)=C(C)Nc3nc4ccccc4n32)c1 (stereo unspecified)
17% | -9 | CC(C)N(C)c1ncnc2c1ncn2[C@H]1CN(Cc2ccccc2)C[C@@H](CO)O1
3% | 3 | CCN(CC)CCNC(=O)CCC(=O)O
29% | -7 | Cn1c(CC2CCS(=O)(=O)C2)nnc1SCC(=O)Nc1ccc2c(c1)CCC2 (stereo unspecified)
-22% | 7 | Cn1c(Oc2ccccc2Cl)c(C#N)c(=O)n(C)c1=O
? | 11 | COc1ccc2nc(NC(=O)CSc3ncccn3)sc2c1
? | 1 | CCOCCCNc1oc(-c2ccc(S(=O)(=O)N3CCc4ccccc4C3)cc2)nc1C#N
-30% | 2 | O=C(Cn1ncc2ccccc2c1=O)Nc1cccc(F)c1
-14% | -21 | OCCOc1ccc(CNc2nc(-c3ccccc3)nc3ccccc23)cc1
? | -3 | CC(O)(c1ccccc1)c1nc(-c2cccc(F)c2)cs1 (stereo unspecified)
9% | 20 | O=C(CN1CCN(C(=O)CCc2ncc(-c3ccccc3F)o2)CC1)Nc1cccc(F)c1
-1% | 5 | CNC(=O)c1cc(NC(=O)CCn2nc(-c3ccc(Cl)cc3)c3ccccc3c2=O)ccc1OC
21% | -3 | CCCc1noc(Cn2cnc3ccc(Br)cc3c2=O)n1
-6% | 6 | CCONC(=O)C(NC(=O)c1ccc(Cl)cc1Cl)C(C)C (stereo unspecified)
? | 2 | CCOC(=O)C(C)NC(=O)CNC(=O)c1cc(C)cc(C)c1 (stereo unspecified)
2% | -4 | Nc1nc(Nc2cccc(F)c2)sc1C(=O)c1ccccc1Cl
18% | -5 | CC(C)NC(=O)c1ccc2c(=O)n(CCc3ccccc3)c(SCC#N)nc2c1
? | 1 | C=CCNc1nc(NCCCN2CCCC2=O)c2sc(-c3ccccc3)cc2n1
? | -2 | CC1=C(C(=O)N2CCCCCC2)CC(CC(=O)NCc2cccs2)C(=O)N1CCC1=CCCCC1 (stereo unspecified)
-6% | -3 | CCN(CC)S(=O)(=O)N(C)Cc1ccc2c(c1)OCCO2
? | 4 | O=C(NC1CCCCC1)c1ccc(Cl)nc1
-21% | 11 | FC(F)(F)c1ccc(N/N=C/c2cccc(Br)c2)nc1
2% | -10 | CCC(OC(=O)c1ccc(S(C)(=O)=O)c([N+](=O)[O-])c1)C(=O)NC1C2CC3CC(C2)CC1C3 (stereo unspecified)
1.3µM* | 5 | CC1CCc2sc(C(=O)N/N=C3/CCCCc4ccccc43)cc2C1 (stereo unspecified)
6% | 1 | CC(Nc1ccc(N2CCCC2=O)cc1)c1nc(C(C)(C)C)no1 (stereo unspecified)
2% | -1 | Cc1c(C(=O)NCc2ccccn2)sc(=O)n1Cc1ccc(-c2ccccc2)cc1
-22% | -24 | CCCN1C2=C(C(=O)CC(C)(C)C2)C(c2cccc(O)c2)C2=C1CC(C)(C)CC2=O
-47% | 0 | CN(Cc1ccc(OC(F)F)cc1)C(=O)Cn1nc(C(=O)O)c2ccccc2c1=O
13% | 5 | c1ccc(C(Sc2ncccn2)c2ccccc2)cc1
0% | 7 | CC(C)NC(=O)CSc1nnc(-c2c[nH]c3ccccc23)o1
? | -1 | O=C(CSc1n[nH]c(=O)c2cc(-c3ccco3)nn12)Nc1ccc(F)cc1
4% | -9 | CC(=O)c1cccc(-c2ccnc3c2CC(C(=O)Nc2cccc(Oc4ccccc4)c2)O3)c1 (stereo unspecified)
-7% | -4 | CN(C(=O)CCc1ncc(-c2ccccc2F)o1)C1CCS(=O)(=O)C1 (stereo unspecified)
26% | -1 | O=C(COc1ccc2ccc(=O)oc2c1)NCCc1ccccc1F
-39% | 4 | NC(=O)c1ccc(C(=O)NC2CCCc3ccccc32)cc1 (stereo unspecified)
44%[activator] | -1 | COc1cccc(OC)c1C(=O)NCCc1csc(-c2ccccn2)n1

Carrying on:
12-LOX inh | LDHA block | structure
2% | 10 | CN(Cc1ccc(Cl)c(Cl)c1)C(=O)CN1CCN(c2oc(-c3ccco3)nc2C#N)CC1
-8% | 3 | CCOC(=O)c1ccc(NC(=O)CCc2c(C)nn(-c3ccc(N4CCCCC4)nn3)c2C)cc1
-10% | -11 | CCOc1ccc(CNC(=O)C2CCN(S(=O)(=O)N(CC(C)C)CC(C)C)CC2)cc1OC
-15% | -2 | Cc1cccc(NC(=O)CN2CCN(Cc3csc(-c4ccccc4)n3)CC2)c1C
-7% | -6 | O=S1(=O)CC(N2CC=CC2)CN1Cc1cn(Cc2ccc(Cl)cc2)nn1 (stereo unspecified)
16% | 5 | Cc1nc2cc(NC(=O)C(C)Oc3ccccc3)ccc2o1 (stereo unspecified)
? | -9 | N#CC1(NC(=O)CSc2ccc(C(F)(F)F)cn2)CCCCCC1
? | 7 | O=C(CC12CC3CC(CC(C3)C1)C2)NCc1ccccc1Cl
-57% | -1 | O=C(O)CC/C(=C/c1cccc(Oc2ccc(Cl)cc2)c1)c1nc2ccccc2s1
? | 5 | O=C(CSc1nnnn1-c1ccc(O)cc1)NC(Cc1ccccc1)c1ccccc1 (stereo unspecified)
27% | 20 | CCOC(=O)C(C)Oc1cc2oc(=O)cc(C)c2cc1Cl (stereo unspecified)
-3% | -5 | CCOC(=O)c1cnc2ccccc2c1N1CCC(C(=O)OC)CC1
6% | 2 | CCc1nc2ccc(C(=O)Nc3ccc(OC)c(OC)c3)cn2c1N(C)Cc1ccc(N(C)C)cc1
-6% | 5 | OCc1cccnc1Cl
-22% | -6 | CC(C)=CC1C(C(=O)NCC(C)(C)C(N)=O)C1(C)C (stereo unspecified)
-23% | 3 | Nc1nc2c(ncn2[C@@H]2O[C@H](CNCC3=Cc4cc(O)ccc4OC3)[C@@H](O)[C@H]2O)c(=O)[nH]1
-2% | 9 | O=C(NC1CC1)c1cc(-c2ccc(Cl)cc2)nc2ccccc12
4% | 1 | C=CCOc1ccc2c(=O)c(Oc3cccc(C)c3)coc2c1
? | 7 | O=C(CN1CCC(c2ccccc2)CC1)c1c[nH]c2ccccc12
0% | 1 | N#Cc1cccc(NC(=O)NCCc2ccccn2)c1
2% | 0 | CC(C)c1ccc(NC(=O)C2Cc3c(-c4cccc(F)c4)ccnc3O2)cc1 (stereo unspecified)
-20% | -10 | CCN(C(=O)CSc1nnc(-c2cccs2)n1N)C1CCCCC1
-23% | -2 | CCN(CC)C(=O)c1cc(-c2ccc(Cl)cc2)nc2ccccc12
? | 6 | O=C(Nc1ccccc1-c1ccccc1)c1cc(F)cc(F)c1
8% | 2 | Cc1ccccc1-c1nc2ccc(Cl)cc2c(=O)o1
-10% | 3 | Cc1cc(C2CCCN2Cc2coc(-c3cccc(Cl)c3)n2)on1 (stereo unspecified)
12% | -1 | CC(C)(C)NCc1ccc(-c2ccccc2)o1
-6% | -8 | CNc1cccc(-c2ccc(C(C)=O)s2)n1
-39% | -2 | O=C(Cn1ccc2ccccc21)Nc1ccc2c(c1)OCCO2
? | 6 | Fc1ccc(OCc2noc(-c3ccco3)n2)c(Br)c1
-14% | 0 | COC(=O)c1ccc(CCNC(=O)C2CC2)cc1
? | 10 | COc1ccc(NC(=O)CSc2cn[nH]n2)cc1
? | 4 | Cn1c(=O)[nH]c(=O)c2c1nc(Sc1ncccn1)n2CCc1ccccc1
-19% | 2 | CSc1nc(-c2ccc(C)cc2)c(C#N)c(N2CCN(C)CC2)n1
-48% | -5 | Cc1ccc(CC(=O)NC2(C)CCCc3ccccc32)cc1 (stereo unspecified)
-13% | 3 | O=C(CSc1cccc2cccnc12)NNC(=O)C(c1ccccc1)c1ccccc1
0% | 0 | CC(C)NC(=O)c1cc(=O)[nH]c2ccc(S(=O)(=O)Nc3ccc(F)cc3)cc12
-19% | -5 | CCCNC(=O)NCc1cccn1Cc1cc(C)ccc1C
8% | -1 | CN1CCN(C(=O)CCn2c(-c3ccccc3)cc3ccccc32)CC1
1% | -4 | CCCCn1nnnc1C(c1cc2ccccc2o1)N(CCC#N)Cc1ccccc1 (stereo unspecified)
-33% | -1 | CC(=O)Nc1cc(-c2cccc(C(=O)NCCN(C)C)c2)cn2c(-c3ccc(S(C)(=O)=O)cc3)cnc12
0% | 1 | CC(=O)c1cccc(NC(=O)c2c(-c3ccccc3Cl)noc2C)c1
-14% | 11 | CCN(C(=O)Cc1noc2ccccc12)c1ccc(OC)cc1
22% | -4 | COC(CNC(=O)Cc1c(C)nc2cc(-c3ccccc3)nn2c1C)OC
1% | 5 | Cc1ccnc(NC(=O)Cc2nc(-c3ccccc3)oc2C)c1
57%[activator] | -21 | Clc1ccc(N=Cc2ccc(Br)cc2)cc1Cl
? | 3 | Cn1nnnc1NCc1ccc(-c2ccccc2)o1
-10% | -3 | Cc1onc(-c2ccccc2)c1C(=O)N1CCC(C)(C(=O)NS(=O)(=O)C2CC2)C1 (stereo unspecified)

An excerpt of these results, with two lines to a compound:
Fields – 12-LOX inh | LDHA block
> Cc1ccc(CC(=O)NC2(C)CCCc3ccccc32)cc1 (stereo unspecified)
→ -48% | -5
> O=C(CSc1cccc2cccnc12)NNC(=O)C(c1ccccc1)c1ccccc1
→ -13% | 3
> CC(C)NC(=O)c1cc(=O)[nH]c2ccc(S(=O)(=O)Nc3ccc(F)cc3)cc12
→ 0% | 0
> CCCNC(=O)NCc1cccn1Cc1cc(C)ccc1C
→ -19% | -5
> CN1CCN(C(=O)CCn2c(-c3ccccc3)cc3ccccc32)CC1
→ 8% | -1
> CCCCn1nnnc1C(c1cc2ccccc2o1)N(CCC#N)Cc1ccccc1 (stereo unspecified)
→ 1% | -4
> CC(=O)Nc1cc(-c2cccc(C(=O)NCCN(C)C)c2)cn2c(-c3ccc(S(C)(=O)=O)cc3)cnc12
→ -33% | -1
> CC(=O)c1cccc(NC(=O)c2c(-c3ccccc3Cl)noc2C)c1
→ 0% | 1
> CCN(C(=O)Cc1noc2ccccc12)c1ccc(OC)cc1
→ -14% | 11
> COC(CNC(=O)Cc1c(C)nc2cc(-c3ccccc3)nn2c1C)OC
→ 22% | -4
> Cc1ccnc(NC(=O)Cc2nc(-c3ccccc3)oc2C)c1
→ 1% | 5
> Clc1ccc(N=Cc2ccc(Br)cc2)cc1Cl
→ 57%[activator] | -21
> Cn1nnnc1NCc1ccc(-c2ccccc2)o1
→ ? | 3
> Cc1onc(-c2ccccc2)c1C(=O)N1CCC(C)(C(=O)NS(=O)(=O)C2CC2)C1 (stereo unspecified)
→ -10% | -3

More structures
12-LOX inh | LDHA block | structure
? | -5 | CC(C)CN1CCC1(C)C(=O)Nc1cccc(C#N)c1 (stereo unspecified)
-1% | -21 | CCC(C)c1ccc(NC(=O)C2CCCCC2)cc1 (stereo unspecified)
-2% | 0 | Cc1cc(C)c(C(=O)CSc2nnnn2C)c(C)c1
17% | -4 | COc1ccc(CNc2nc(-c3ccccc3)nn2C(=O)c2ccc(C)cc2)cc1
? | 1 | COC(=O)c1ccccc1NC(=O)NC(=O)C(F)(F)F
20% | 0 | N#CCN(C(=O)c1cc2ccccc2s1)C1CC1
